# Pf apPOL block – Pf-apPOL DNA polymerase inhibition | Recombinant Pf-apPOL, molecular beacon fluorescence, 1.5 h | inhibition, % at 10 µM | hit rate 0.25% among 210,000 | AID 1794808
# mHTT CaM bind – disrupts binding of mutant huntingtin to calmodulin; P42858; AlphaScreen His-mHTT/GST-CaM binding, luminescence; inhibition, % at 15 µM; hit rate 3.6% among 190,000; AID 1671202;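 note: 0% = both proteins with DMSO and 100% = one protein alone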
# * = called active by the depositor; / = not tested or not shown; & = joins results of further samples. Cut-off read from the data, not from the text of the source: active = inhibition above about 50%; inactive = the rest.
SMILES,Pf apPOL block,mHTT CaM bind
COc1ccc(-c2nnc(N3CCC(C(=O)NCc4ccc(C)o4)CC3)o2)cc1,-2,28
OCCNC(=S)c1ccccc1,2,/
CCOc1ccccc1NC(=O)c1cn(CC)c2nc(C)ccc2c1=O,-7,-5
O=C(Oc1ccccc1Oc1ccc(C(F)(F)F)cc1[N+](=O)[O-])c1cccnc1Oc1ccccc1,1,/
CC12CNCC(C)(CN(C3(O)C(=O)Nc4ccc(Br)cc43)C1)C2=O (stereo not drawn),-1,10
Cc1sc(NC(=O)c2cc(-c3ccc4c(c3)OCO4)nc3ccccc23)c(C(N)=O)c1C,-8,3
COc1cc(C)ccc1OCCCOc1ccccc1[N+](=O)[O-],-9,-9
Cc1ccnc(SCC(=O)n2c(C)c(C)c3ccccc32)n1,2,14
CCCCCCCSc1nc2c(c(=O)[nH]c(=O)n2C)n1CCCCCCC,/,-4
c1ccc2[nH]c(-c3cscn3)nc2c1,/,2
CCCN1CCC(N2CCN(CCO)CC2)CC1,3,-4
CC1(C)C(=O)OC(c2cccc(Br)c2)C(C)(C)C1=O (stereo not drawn),-4,-4
CCc1nn(-c2cccc(Cl)c2)c(CC)c1C(=O)N1CCN(C(C)=O)CC1,-1,6
Cc1nc2ccc(NC(=O)N3CCN(c4ccccn4)CC3)cc2nc1C,-1,8
NNC(=O)c1nc2ccccc2c(=O)[nH]1,15,/
CC(C)(C)n1c(=O)c2ccc(F)cc2n1CC(=O)N1CCN(c2ccccc2)CC1,1,-9
O=C(Nc1ccc2c(c1)OCO2)N1CCCC(c2nnc(Cc3ccccc3)s2)C1 (stereo not drawn),-15,4
COc1ccc(NC(=O)CCc2ccc(C)o2)cc1,5,0
Cc1ccc(NC(=O)CC2SC(=Nc3ccc(O)cc3)NC2=O)cc1 (stereo not drawn),0,-3
CC(CC(=O)N1CC2CN(S(=O)(=O)c3ccccc3)CC(C1)O2)c1ccccc1 (stereo not drawn),-6,23
CSC1=NC2CCCCC2N1 (stereo not drawn),/,-2
N#CC(=NOC(=O)c1ccc(Cl)cc1)S(=O)(=O)c1ccc(Cl)cc1,-3,/
CN1CCN(C2=NC(=O)/C(=C/c3ccc(Cl)cc3)S2)CC1,-2,16
COc1ccc(-n2nc(-c3ccccc3)cc2C(=O)NC(C)C)cc1,0,-2
CCCc1nn(C)c2c(=O)[nH]c(-c3cc(S(=O)(=O)N4CCN(C)CC4)ccc3OCC)nc12,-3,6

# Some of these compounds in order of molecular weight, highest first:
SMILES,Pf apPOL block,mHTT CaM bind
CCc1nn(-c2cccc(Cl)c2)c(CC)c1C(=O)N1CCN(C(C)=O)CC1,-1,6
N#CC(=NOC(=O)c1ccc(Cl)cc1)S(=O)(=O)c1ccc(Cl)cc1,-3,/
CCOc1ccccc1NC(=O)c1cn(CC)c2nc(C)ccc2c1=O,-7,-5

# Later entries.
SMILES,Pf apPOL block,mHTT CaM bind
Cc1cc2c(=O)[nH]nc(N)c2c(=O)[nH]1,-9,/
Fc1ccccc1OCCN1CCNCC1,-36,-2
COC(=O)[C@H]1[C@H]2C[C@@H]3c4[nH]c5cc(OC)ccc5c4CCN3C[C@H]2C[C@@H](OC(=O)c2cc(OC)c(OC)c(OC)c2)[C@@H]1OC,-10,/
Cc1ccc(C(=O)c2c(-c3ccccc3)cc(-c3ccccc3)c3c2C(=O)CCC3)cc1,-3&-18,/
O=C(Nc1ccccc1)c1ccc2c(c1)nc1n2CCN(C2CCCCC2)C1=O,4,-12
O=S(=O)(c1ccc2c(c1)CCC2)N1CCCn2nc(-c3ccncc3)cc2C1,0,21
COc1ccc(-n2ccnc(NC(=O)c3ccc(Cl)cc3)c2=O)cc1,3,12
CC1=CC(c2ccc(Cl)cc2)n2nc(NC(=O)c3ccccc3)nc2N1 (stereo not drawn),2,16
NC(=O)c1cc(N2CCOCC2)nc2c(Cl)cccc12,-6,2
O=C(Cc1ccc([N+](=O)[O-])cc1)Nc1ccc(Oc2ccccc2)cc1,0,2
CN(C)c1cc(Cl)cc(Cl)c1,-1,/
CCc1ccc(C2CC(c3cccc(OC)c3OC)n3nnnc3N2)cc1 (stereo not drawn),-6,31
COc1ccccc1NC(=O)C1=C(C)NC(=O)NC1c1ccco1 (stereo not drawn),-8,1
CCCn1c(=N)c(C(=O)NCCc2ccccc2)cc2c(=O)n3ccccc3nc21,-9,-1
CNC(=O)NC1C(NC(=O)NC)N(C)C(=O)N1C (stereo not drawn),-2,3
CC1CCN(CCCNC(=O)c2cc3c(s2)CN(C2CC2)C3)CC1,-1,-9
COc1ccc(-c2cc(N3CCC(C(=O)Nc4cc(Cl)ccc4C#N)CC3)ncn2)cc1,-4,18
CCCNC(=O)C1CCN(c2nnc3cccc(C)n23)CC1,3,0
O=C(O)c1cccc(NCC(=O)c2ccccc2)c1,1,1
COC(CNC(=O)c1c[nH]n2c(=O)c(Cl)c(C)nc12)OC,-9,5
CCSc1nnc2c(n1)OC(C(=O)c1ccc(OC)cc1)Nc1ccccc1-2 (stereo not drawn),8,34
Cc1cc(OCC(=O)NCc2ccco2)cc(C)c1Br,-4,3
O=C1CCC([N+](=O)[O-])C(c2ccc(Cl)c([N+](=O)[O-])c2)N1 (stereo not drawn),2,0
COc1ccc(C(=O)Nc2ccccc2Sc2nc3ccc(Cl)cc3s2)cc1,0&-9,/
O=C(Nc1cccc(Cl)c1)/C(=C/c1ccco1)NC(=O)c1cccs1,-4,22
# Carrying on.
SMILES,Pf apPOL block,mHTT CaM bind
COc1ccc(Br)cc1CNC(=O)CN1C(=O)CCCc2ccccc21,-1,-2
COc1cc(NC(=O)c2ccccc2F)c(OC)cc1Cl,-7,-12
CN1CCN(c2nc3c(c(=O)n(C)c(=O)n3C)n2CC(=O)c2ccc(Br)cc2)CC1,-6,0
Cc1ccc(O)c(NC(=O)c2noc3c2CC(C)CC3)c1 (stereo not drawn),-6,10
CCc1nccn1Cc1nc(-c2cccc(C(F)(F)F)c2)no1,-6,2
COc1cccc(CNC(=O)c2cc3ccccn3c2)c1,3,19
CCOc1ccccc1NC(=O)C(=O)NCCc1c[nH]c2ccccc12,0,2
CCc1nc(C2CCCN2C(=O)c2ccc(Br)o2)n[nH]1 (stereo not drawn),-2,-5
COc1ccc(/C=C2\C(=O)Nc3ccc(Cl)cc32)cc1OC,-11,74*
CCOCCCNC(=O)CN1CCN(C(=O)Nc2ccccc2)CC1=O,-1,-4
CN1CCN(CCCOc2cc(Cl)ccc2Cl)CC1,-3,1
CCC(=O)Nc1cccc(-c2noc(C3CCCN(C(=O)COc4cccc(C)c4)C3)n2)c1 (stereo not drawn),-1,79*
O=C(CC1(O)C(=O)N(Cc2ccccc2Cl)c2ccccc21)c1cccs1 (stereo not drawn),-9,25
Cn1c(=O)c2ccnn2c2ccc(C(=O)NC3CCCCCC3)cc21,2,-5
CS(=O)(=O)Oc1ccc2c(=O)c(Oc3ccccc3Br)c(C(F)(F)F)oc2c1,-5,8
Cc1ccc(NC(=O)c2ccc3c(c2)N(S(C)(=O)=O)CC3)c(C)c1,0,-4
N#CC1=C(N)OC2=C(C(=O)CC(c3ccccc3)C2)C1c1ccc(Cl)c(Cl)c1 (stereo not drawn),-7,32
CCOC(=O)C1CCN(C(=O)c2cn3ccccc3n2)CC1,-4,-4
Cc1ccccc1NC(=O)Cc1nc(-c2ccccn2)n[nH]1,-10,100*
Cc1cc(C)c(NC(=O)c2ccc(C(=O)c3ccccc3)cc2)c(C)c1,-12,-8
CC(C)Oc1ccc(C(O)=C2C(=O)C(=O)N(CCN3CCOCC3)C2c2cccnc2)cc1 (stereo not drawn),-11,3
Cc1ccc(NC(=O)CC(C)C)c([N+](=O)[O-])c1,-9,7
CCS(=O)(=O)N1CCCC(OCc2nc(-c3cccnc3)no2)C1 (stereo not drawn),-8,-17
COc1ccc(NC(=O)CN2C(=O)C(c3ccc(F)cc3)=NC2(C)C)c(OC)c1,-9,1
COc1ccc(N2C=C(C#N)S(=O)(=O)c3cc(F)ccc32)cc1,2,-9

# Structural class, the entries above containing a furan ring, fused or not.
SMILES,Pf apPOL block,mHTT CaM bind
COc1ccc(-c2nnc(N3CCC(C(=O)NCc4ccc(C)o4)CC3)o2)cc1,-2,28
COc1ccc(NC(=O)CCc2ccc(C)o2)cc1,5,0
COc1ccccc1NC(=O)C1=C(C)NC(=O)NC1c1ccco1 (stereo not drawn),-8,1
Cc1cc(OCC(=O)NCc2ccco2)cc(C)c1Br,-4,3
O=C(Nc1cccc(Cl)c1)/C(=C/c1ccco1)NC(=O)c1cccs1,-4,22
CCc1nc(C2CCCN2C(=O)c2ccc(Br)o2)n[nH]1 (stereo not drawn),-2,-5

# Following part:
SMILES,Pf apPOL block,mHTT CaM bind
COc1cc(C2CC(=O)Nc3n[nH]c(C)c32)cc(OC)c1OC (stereo not drawn),-5,-2
Cc1cc2nc(SCCN(C)C)[nH]c2cc1C,-2&-3,22&-3
CC(=O)c1cccc(NC(=O)CN(c2ccccc2)S(=O)(=O)c2ccccc2[N+](=O)[O-])c1,3,14
Cc1nnc2c(N3CCN(Cc4ccccc4)CC3)nc3ccccc3n12,-1,1
Cc1ccc(NC(=O)N2CCCC2c2nc(-c3cccc(Cl)c3)no2)cc1 (stereo not drawn),-3,4
O=S1(=O)c2ccc(Br)cc2OC[C@@H](c2ccccc2)N1Cc1cn(CCC2OCCO2)nn1,-5,-2
CCC(=O)Nc1c(-c2cccs2)c(=O)c2ccccc2n1C,-5,-7
Cc1ccccc1COC1CCCN(C(=O)c2cccs2)C1 (stereo not drawn),0,-8
Cc1ccc(-c2c(C#N)c(SCC(=O)c3ccc(O)c(O)c3)nc3c2CCCC3)o1,-1,69*
CN(C)c1ccc(C2NC(C(=O)O)CS2)cc1Br (stereo not drawn),-3,-5
C=CCNC(=O)CCN1N=C(c2ccc(C)cc2)CCC1=O,-19,-5
CN(CCCNC(=O)CN1C(=O)/C(=C/c2ccccc2F)Sc2ccccc21)c1ccccc1,-20,46
CC(=O)c1c(C)nc(-c2ccc(Cl)cc2)nc1SCc1ccccc1,-3,/
Cc1cc(O)c(C(c2ccc(O)c(O)c2)c2c(O)cc(C)n(C)c2=O)c(=O)n1C,8,8
CCCN1CCN(CCCNC(=O)c2cc3cc4ccc(OC)cc4nc3o2)CC1,-2,5
Cc1cc(=O)oc2cc(OCC3CCNCC3)ccc12,-6,-3
CCC(C)(C)C(=O)Nc1nnc(C)s1,-7,1
COc1ccccc1CNC(=O)C1C2C=CC3(CN(Cc4cccs4)C(=O)C13)O2 (stereo not drawn),0,-6
CC(C)(Oc1ccc(C2CC2(Cl)Cl)cc1)C(=O)O (stereo not drawn),12,/
CCOc1ccc2c(=O)c(-c3ccccc3)c(C)oc2c1C,-7,-8
N#CC1=C(N)N(c2ccc(Cl)cc2)C2=C(C(=O)CCC2)C1c1cccc([N+](=O)[O-])c1 (stereo not drawn),0,27
O=C(NCCC1=CCCCC1)c1cc2c(s1)CN(C1CCCC1)C2,-2,-7
CCC(=O)Nc1c(-c2ccc(F)c(F)c2)nc2ccccn12,0,12
COc1ccc(N=Cc2nc(-c3ccccc3Br)oc2O)c([N+](=O)[O-])c1,-5,8
COc1ccc([N+](=O)[O-])cc1N1CCCCC1=O,-8,-4
# More compounds:
SMILES,Pf apPOL block,mHTT CaM bind
CCOC(=O)c1ccc(NS(=O)(=O)C2CC2)cc1,-4,-11
O=c1c2ccc(F)cc2ncn1C1CCN(S(=O)(=O)Cc2ccccc2)CC1,2,-6
CC(C)(C)c1ccc(NC(=O)Nc2cc(C(F)(F)F)ccc2N2CCCC2)cc1,-1,/
COc1cccc(N2CCN(C(=O)C3(C)Oc4cccnc4NC3=O)CC2)c1 (stereo not drawn),-8,5
Nc1ccccc1/C=C/c1ccc2cccc(O)c2n1,-12,24
CC(C)OCCCNC(=O)c1cccc(C2CCCN(C(=O)Nc3ccccc3)C2)c1 (stereo not drawn),-1,2
COc1cc(-c2c(C#N)c(N)n3c(nc4ccccc43)c2C#N)ccc1O,-2,4
CCn1nccc1CN(C)S(=O)(=O)c1cccs1,/,-5
N#CC1=C(N)C(C#N)(C#N)C(c2ccc(F)cc2)C2CCCC=C12 (stereo not drawn),-9,29
Clc1ccc(Sc2cn[nH]c2-c2ccc3c(c2)OCCO3)cc1,-12,/
CCCCCc1nc(N)c(C#N)c(-c2ccco2)c1CCCC,1,-11
O=C(NC1CC(O)C(CO)C1)C1CCC1 (stereo not drawn),1,-4
Cc1cccc(C)c1NC(=O)C(=O)NCc1ccc(Cl)cc1,-7,-9
Cc1ccc(S(=O)(=O)N=Cc2ccc(Br)cc2)cc1,-2,0
CC12CCC(C(=O)O)(CC1O)C2(C)C (stereo not drawn),-9,-4
Cc1ccc(NC(=O)Cn2nc(N(C)C)c3ccccc3c2=O)c(Br)c1,0,-6
CCn1c(C2CCN(C(=O)Nc3cccc(SC)c3)C2)nc2cccnc21 (stereo not drawn),-2,8
CC(C)(C)C1CCc2onc(C(=O)Nc3ccc(F)cc3F)c2C1 (stereo not drawn),-8,-4
O=C(NCc1ccc(Cl)cc1)c1ccc2c(c1)NC(=O)c1ccccc1S2,-13,7
O=C(C1=C(O)C(=O)N(c2nncs2)C1c1cccc([N+](=O)[O-])c1)c1cccs1 (stereo not drawn),-2,4
O=C(NCCCc1ccccc1)c1ccccc1[N+](=O)[O-],-6,5
Cc1ccccc1CN1CCCN(c2cccc(NC(=O)C(C)C)c2)C1=O,-1,29
O=C(NCc1ccccc1Cl)C1CCN(C(=O)Nc2cccs2)CC1,-6,58*

# Compounds were not picked by outcome, and some 3.6% of all compounds hit somewhere here.
